Source: PubChem
ALOX15 inhib: blocks human 15-lipoxygenase activity; 1.4% of 74,000 active; AID 887; P16050; Potency, µM (titrated, usually from 57.1 µM), without a hit: at the top dose activity change, negative = inhibition, usual class: inhibitors; purified 15hLO-1, xylenol orange hydroperoxide absorbance; also: potency is read from the fitted curve at half-maximal effect; % is scaled to controls: 0 for no effect and ±100 for the full control effect; nearly all actives have a fitted effect of over 55% in size
Target sequence (P16050 whole entry, looked up): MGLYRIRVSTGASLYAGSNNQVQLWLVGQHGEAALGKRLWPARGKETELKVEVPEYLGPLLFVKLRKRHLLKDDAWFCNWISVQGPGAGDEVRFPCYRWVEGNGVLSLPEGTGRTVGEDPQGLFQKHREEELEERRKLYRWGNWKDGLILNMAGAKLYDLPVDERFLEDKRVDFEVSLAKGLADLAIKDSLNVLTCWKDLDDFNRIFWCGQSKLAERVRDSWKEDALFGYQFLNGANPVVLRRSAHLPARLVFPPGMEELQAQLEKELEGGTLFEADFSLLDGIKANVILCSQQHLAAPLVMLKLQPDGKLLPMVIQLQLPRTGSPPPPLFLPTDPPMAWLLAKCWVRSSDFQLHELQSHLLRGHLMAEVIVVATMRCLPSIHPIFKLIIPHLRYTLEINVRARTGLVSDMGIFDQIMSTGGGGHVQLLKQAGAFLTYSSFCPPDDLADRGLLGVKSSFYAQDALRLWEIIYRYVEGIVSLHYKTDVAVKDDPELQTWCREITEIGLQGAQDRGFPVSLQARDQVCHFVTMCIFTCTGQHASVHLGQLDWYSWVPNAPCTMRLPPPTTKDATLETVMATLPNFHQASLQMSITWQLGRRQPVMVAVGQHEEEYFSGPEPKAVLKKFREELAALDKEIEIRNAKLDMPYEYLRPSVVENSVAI
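Compounds were preincubated 15 min at room temperature with 40 nM purified human enzyme (25 mM Hepes pH 7.5, 0.01% Triton X-100); 50 uM arachidonic acid reacted 6 min. Fe-xylenol orange detection, 30 min, absorbance ratio 573/405 nm.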
Pol III holo inh: DNA polymerase III holoenzyme inhibition; reconstituted DNA polymerase III holoenzyme replication, biochemical; Potency, µM (highest dose often 57.1 µM), for inactives: at the top dose activity change, negative = inhibition; 0.25% of 71,000 active; AID 603; also: potency is read from the fitted curve at half-maximal effect; % is scaled to controls: 0 for no effect and ±100 for the full control effect
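Reconstituted *E. coli* holoenzyme (0.35 nM Pol III, 1 nM beta, 154 nM SSB, 2 nM primase) was preincubated with compound for 15 min at RT. Synthesis on 1.4 nM ssM13Gori ran 35 min, then was stopped with PicoGreen/EDTA and read as dsDNA fluorescence.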
Hsp90 Hop PPI: changes Hsp90-Hop TPR2A binding signal, up or down. Potency, µM (titrated, usually from 57 µM), for the others: top-dose activity change, negative = inhibition. AlphaScreen TPR2A-His6 binding biotin-Hsp90 C-terminal peptide. AID 595. 0.44% of 71,000 active; active = well fitted curve in either direction with a large enough effect; inconclusive = small, poorly fitted or top-dose-only effect, or another doubt; also: potency is read from the fitted curve at half-maximal effect; % is scaled to controls: 0 for no effect and ±100 for the full control effect; many of its hits are not listed in these tables
GFP derepression: epigenetic modulators derepressing GFP locus in mouse cells; 0.09% of 68,000 active; Potency, µM (series often up to 46.1 µM), for inactives: at the highest dose GFP derepression (activation); mouse C127i GFP locus derepression, cytometry, 30 h; also: % of control where 0% means no effect
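Murine C127i mammary cells carrying a silenced, stably integrated CMV-driven GFP reporter were treated with compound for 30 hours at 37 C. After PBS washes, GFP-positive cells were counted by laser-scanning microplate cytometry.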
ERK AVP inh: inhibitors of vasopressin-stimulated ERK signaling pathway; 0.99% of 72,000 active; Potency, µM (doses to about 57.5 µM), for inactives: at the top dose activity, negative = inhibition, most hits filed as inhibitors; HEK293-V1b, vasopressin-stimulated pERK AlphaScreen; also: potency is read from the fitted curve at half-maximal effect; % is scaled to controls: 0 for no effect and ±100 for the full control effect; nearly all actives have a fitted effect of over 55% in size
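Phosphorylated ERK1/2 detected via AlphaScreen bead proximity in lysates of V1b-expressing HEK293 cells given 25 nM vasopressin for 5 min after 30 min compound exposure (37 °C). AC50 from Hill equation; basal DMSO 0%, vasopressin 100%.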
CRE-bla Fsk: alters forskolin-stimulated CRE reporter signaling in CHO cells; CHO CRE-bla reporter (cAMP response element driving beta-lactamase), forskolin EC10, beta-lactamase ratio; Potency, µM (highest dose often 38.2 µM), for the others: at the highest dose activity change, negative = inhibition, hits mostly activators; 2.5% of 71,000 active; active = well fitted activation curve with a large enough effect in the signal ratio, with a control signal flat, not every such curve was filed as active; inconclusive = small, poorly fitted or top-dose-only effect, or effect the other way, or a change in a side signal; the % refers to the signal ratio; also: potency is read from the fitted curve at half-maximal effect; % of control where 0% means no effect
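Modulation of forskolin-driven signalling is measured in CHO cells carrying a CRE-controlled beta-lactamase reporter. Cells are stimulated with EC10 NKH 477 in the presence of titrated compound for 3 h at 37 °C, then loaded with CCF4 for 2 h at room temperature.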
Ub-GFP proteasome: proteasome inhibitors stabilizing ubiquitin-GFP reporter; 67,000 tested, under 10 active; Potency, µM (doses to about 45.9 µM), inactives show at the highest dose activation (GFP accumulation), usual class: activators; AID 526; Ubiquitin-GFP reporter cells, proteasome inhibition, GFP fluorescence; response scale: untreated = 0%, 10 µM MG-132 = 100%; active = well fitted activation curve with a large enough effect, not every such curve was filed as active; inconclusive = small, poorly fitted or top-dose-only effect, or another doubt; inactive = no such curve, though single readings can be large or run the other way; also: potency is read from the fitted curve at half-maximal effect
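U2OS cells expressing ubiquitin(G76V)-GFP, seeded overnight in 0.5% FBS medium, then treated 4 hr at 37 C across 46 uM to 2.9 nM. GFP-positive cells counted by laser cytometry (488 ex/515 em); %activity scaled between basal and 10 uM MG-132.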
HBB splice mod: modulators of hemoglobin beta chain splicing | 0.06% of 65,000 active | HBB splicing reporter cell assay, activation; EGFP reporter with mutant IVS2-654 intron; response scale: normalised to 500 nM splice-correcting PNA | AID 925 | Potency, µM (series often up to 46.1 µM), for inactives: at the highest dose activation, actives largely listed as activators; also: potency is read from the fitted curve at half-maximal effect; 0% is about no effect
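Compounds were applied for 2 days to HeLa EGFP-654 cells, 500/well in Optimem with 2% FCS. The reporter's EGFP is disrupted by mis-splicing of beta-globin intron IVS2-654. Readout: summed well GFP fluorescence from 488 nm laser scanning; reference was 500 nM antisense […] 654 PNA.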
HADH2 inh: HADH2 (human) dehydrogenase inhibition; Q99714; recombinant HADH2, NADH fluorescence, beta-hydroxybutyryl-CoA; Potency, µM (highest dose often 57.1 µM), for inactives: top-dose activity change, negative = inhibition, usual class: inhibitors; 3.4% of 73,000 active; AID 886; also: potency is read from the fitted curve at half-maximal effect; % is scaled to controls: 0 for no effect and ±100 for the full control effect; nearly all actives have a fitted effect of over 60% in size; many of its hits are not listed in these tables
Target sequence (Q99714 whole entry, looked up, one chain of several): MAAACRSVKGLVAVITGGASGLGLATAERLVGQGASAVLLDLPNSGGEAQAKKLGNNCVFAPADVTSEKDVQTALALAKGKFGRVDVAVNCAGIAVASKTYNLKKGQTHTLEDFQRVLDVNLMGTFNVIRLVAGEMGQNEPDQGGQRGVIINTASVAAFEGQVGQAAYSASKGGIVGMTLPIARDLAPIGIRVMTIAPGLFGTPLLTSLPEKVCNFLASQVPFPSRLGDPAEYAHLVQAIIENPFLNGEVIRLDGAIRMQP
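20 nM HADH2 + cpd, 15 min RT; add 1 mM NAD+/90 uM beta-hydroxybutyryl-CoA; kinetic fluorescence 360/450 nm, 4 min. Tris-HCl pH 9.0, 0.01% Tween-20.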
FLuc inh: firefly luciferase inhibition; P08659; Potency, µM (doses to about 57.1 µM), for the others: at the top dose activity change, negative = inhibition, most hits filed as inhibitors; purified firefly luciferase, luminescence, 8 min; 2.2% of 72,000 active; also: potency is read from the fitted curve at half-maximal effect; % is scaled to controls: 0 for no effect and ±100 for the full control effect; nearly all actives have a fitted effect of over 40% in size
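Substrate buffer containing 10 uM ATP (pH 7.2 imidazole, Mg2+, KCl, detergent, BSA) is dispensed, compound pinned in, then luciferase/luciferin detector mix added. After 8 min at ambient temperature, light output is measured.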
Tau fil binding: binds recombinant human tau filaments | recombinant tau filaments, thioflavin S fluorescence, 15 h; filaments grown with octadecylsulfate alongside compound | Potency, µM (series often up to 57.1 µM), for inactives: top-dose activity change, negative = inhibition | AID 596 | 2% of 71,000 active | P10636;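 also: potency is read from the fitted curve at half-maximal effect; % is scaled to controls: 0 for no effect and ±100 for the full control effect; actives lower thioflavin S fluorescence by blocking filaments or displacing dye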
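Quantitative HTS: thioflavine S signal from ODS-induced tau filaments, excited at 450 nm, emission 510 nm. Conditions: 1 uM tau, 30 uM ODS, 15 h at 37 C, pH 7.4.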
* marks the source's active call; other numbers are inactive results; ? = inconclusive; / = no result given; [ ] = another dose, or the depositor's remark. Unless noted, calls follow the shape of the dose curve; as a rule, active = well fitted curve in the direction sought with a large enough effect; inconclusive = small, poorly fitted or top-dose-only effect, or another doubt; inactive = no such curve, though single readings can be large; an effect the other way counts as inactive or inconclusive.

SMILES	ALOX15 inhib	Pol III holo inh	Hsp90 Hop PPI	GFP derepression	ERK AVP inh	CRE-bla Fsk	Ub-GFP proteasome	HBB splice mod	HADH2 inh	FLuc inh	Tau fil binding
O=C(Cn1ccc2ccccc2c1=O)Nc1ccc2c(c1)OCO2	-6.0%	2.3%	-3.5%	-1.2%	4.3%	-10.9%	-0.6%	-0.3%	4.9%	-0.2%	-18.8%
COc1ccc(OCC(O)CNC(=O)c2ccc(Br)cc2)cc1 (centres undefined)	6.9%	-1.0%	-3.7%	0.0%	-2.6%	-2.5%	0.0%	-0.5%	1.9%	-2.1%	12.2%
COC(=O)c1[nH]c2cccc(OC)c2c1NC(=O)CN1CCC(C(N)=O)(N2CCCCC2)CC1	7.2%	0.2%	-0.9%	2.0%	-1.9%	?	14.3%	1.0%[1.84 µM]	-22.9%	7.4%	9.8%
CCCCNC(=O)CS(=O)Cc1nc(-c2ccc(C)cc2)oc1C (centres undefined)	5.9%	-1.0%	-5.5%[2.3 µM]	/	-4.7%	1.6%	-7.4%	-0.4%	-11.0%	-0.1%	10.6%
CSc1ccccc1N=CC1=C(O)CC(C)(C)CC1=O	-3.6%	4.1%	-0.6%	0.0%	-8.8%	?	-12.6%	0.3%[9.22 µM]	-7.8%	-9.5%	7.5%
COc1cccc(NC(=O)NC2CCN(Cc3nnnn3Cc3ccc(F)cc3)CC2)c1	-1.4%	-6.8%	-1.9%	0.0%	-14.5%	-17.0%	1.1%	/	10.8%	-1.3%	-1.0%
COc1ccccc1CN1CCCC2(CCN(C(=O)c3ccncc3)CC2)C1	-3.7%	-4.8%	-13.0%	-2.3%[9.22 µM]	-6.0%	0.7%	-8.9%	-1.0%	6.4%	0.9%[11.4 µM]	7.1%
Nc1nc(Sc2ccc([N+](=O)[O-])c3nonc23)c2[nH]cnc2n1	-25.4%[11.4 µM]	-8.1%[11.4 µM]	-5.0%[11 µM]	?	20.6%[11.5 µM]	-8.4%[7.6 µM]	-7.7%[9.17 µM]	3.16µM*	1µM*	-14.5%[11.4 µM]	-13.5%[11.4 µM]
COC(=O)c1nnn(-c2nonc2N)c1CSc1ccccn1	?	5.8%	?	2.9%	?	?	4.0%	-1.5%	-4.7%	1.0%	25.6%
O=C(c1coc2ccccc2c1=O)N1CCN(c2cccc(C(F)(F)F)c2)CC1	-2.8%	-13.5%	2.8%	-1.0%	12.3%	-16.1%	5.1%	0.1%[57.5 µM]	1.1%	-13.8%	15.7%
CC(=O)N1CCC2(CC1)CCN(c1ccccn1)CC2	6.1%	-3.9%	-3.9%	-2.3%[9.22 µM]	-12.4%	-4.6%	1.9%	-1.4%	-7.4%	-0.6%[11.4 µM]	-0.1%
C=C(C)COc1ccc(-c2[nH]ncc2-c2ccccc2OC)c(O)c1	-27.7%	-4.4%	-3.6%	8.7%	?	?	-4.3%	7.9%[0.369 µM]	-10.0%	0.2%	?
Cc1nnc(SCCN2C(=O)c3ccccc3C2=O)[nH]c1=O	4.9%	0.1%	-2.4%	0.0%	-3.3%	1.7%	4.3%	4.5%	2.7%	4.3%	9.3%
Cc1ccc2cc(CN(Cc3ccco3)C(=O)NCc3ccccc3)c(=O)[nH]c2c1C	-11.6%	8.8%	8.5%	-1.3%	-3.7%	6.9%	0.4%	0.0%[57.5 µM]	0.9%	-0.6%	24.6%
Cc1cc(C(F)F)n2nc(C(=O)O)nc2n1	0.5%	0.9%	-1.2%	2.3%	-1.6%	3.3%	-2.9%	1.1%	-10.4%	-0.8%	6.8%
CN=C(Nc1cc(C)nn1-c1ccccc1)c1ccccc1	3.9%	-5.6%	-5.3%	5.0%	-0.1%	?	-0.8%	-1.6%	-0.3%	0.9%	-17.8%
O=C(Nc1ccc(NC(=O)C2CC2)nc1)c1cccs1	-5.3%	-3.6%	-0.5%	-3.4%	-13.1%	3.7%	-0.2%	/	-18.8%	-4.8%	15.5%
O=C(CSc1nc(-c2ccccc2Cl)ns1)NCc1ccco1	4.5%	-0.3%	3.2%	-2.6%	4.0%	?	-10.9%	-2.1%	-8.8%	-0.6%	13.3%
COCCNC(=O)C(c1cccs1)N(C(=O)Cn1nnc2ccccc21)c1ccc2c(c1)OCO2 (centres undefined)	10.8%	-7.5%	-1.2%	-1.1%	-1.2%	?	3.9%	-0.2%[57.5 µM]	-8.2%	-1.1%	-1.8%
N#CCCN(Cc1cccnc1)C(=O)Nc1cccc(Cl)c1	7.9%	-4.3%	-0.8%	1.6%	-10.0%	14.4%	6.1%	-0.2%[57.5 µM]	-1.5%	3.0%	-2.2%
COC1(OC)C(=N/O)/C(=N\O)CCC1O (centres undefined)	5.2%	-3.3%	-0.5%	-0.3%	12.4%	3.8%	-1.4%	/	4.8%	5.3%	3.3%
COc1cc(Br)cc(CN2CCN(C/C=C/c3ccccc3)CC2)c1O	-20.5%	-0.8%	-6.3%	6.4%	?	?	-2.7%	-0.8%	-9.2%	1.6%	22.4%
CCN1C(=O)N(CN2CCOCC2)C2C1N(CN1CCOCC1)C(=O)N2CC (centres undefined)	-5.0%	0.4%	-0.7%	-0.5%	-10.2%	2.7%	/	0.2%[0.369 µM]	-1.6%	-7.5%	-3.9%
Cc1ccccc1CN1CCN(CC(=O)NCc2ccccn2)C1=O	9.2%	-15.5%	-22.0%	3.1%	-11.3%	-5.5%	-2.5%	-1.1%	9.2%	-1.7%	-20.5%
O=C(COc1ccc(S(=O)(=O)N2CCCCC2)cc1)NC1CCCCC1	-11.0%	-1.9%	-2.0%	0.3%	-9.3%	2.3%	-3.4%	0.4%	8.1%	2.7%	3.7%
COc1cccc2c(=O)n(CC(=O)N3CCCCCC3)ccc12	6.3%	-8.9%	-1.1%	/	/	-7.6%	6.5%	0.1%	14.5%	1.1%	49.8%
CC(C)NC(=O)c1cc(=O)n(C)c(=O)n1C	13.4%	-0.8%	-2.4%	-2.7%	0.3%	-0.1%	3.7%	0.9%	-0.1%	1.0%	4.7%
CC1(C)NC(=O)N(CCOc2ccc3c(c2)CCC3)C1=O	?	-4.4%	4.1%	2.7%	-10.5%	9.4%	-10.0%	1.1%	4.2%	-1.9%	-3.6%
O=c1c2c3c(sc2nc2n1CCCC2)CCC3	-14.7%	-5.1%	-2.5%	-2.2%	7.8%	?	18.8%	-0.9%[9.22 µM]	-8.0%	-0.5%	2.2%
CCOc1ccc(N(CC(=O)NC2CCCC2)S(=O)(=O)c2c(C)[nH]c(=O)[nH]c2=O)cc1	3.2%	2.5%	-2.1%	0.0%	3.6%	-9.9%	-12.2%	-0.5%	0.4%	1.9%	-6.7%
C=COC(=O)CSc1snc(SCC(=O)OC)c1C#N	1.6%	-3.8%	-4.9%	2.2%	-15.7%	-23.2%	2.5%	3.0%[0.369 µM]	?	1.0%	8.5%
COc1cc(NC(=O)c2cc(C)on2)cc(OC)c1OC	-1.0%	-9.4%	0.7%	-1.1%	-10.0%	20.0%	4.8%	0.0%	-1.9%	0.1%	-12.7%
O=c1[nH]c(CN2CCc3ccccc32)nc2scc(-c3cccs3)c12	?	-4.0%	-8.9%	0.0%	21.4%	?	0.7%	2.3%	-9.2%	2.9%	4.5%
CCN(CC)CCCNC(=O)Cc1c(C(=O)O)n(C)c2ccccc12	3.0%	0.0%	-1.9%	2.3%	-5.9%	-1.4%	1.1%	-0.2%	-3.6%	2.9%	-4.8%
O=C(COc1ccccc1)N(Cc1ccco1)C1CCS(=O)(=O)C1 (centres undefined)	7.0%	5.4%	0.9%	-2.1%	-26.0%	-1.4%	/	-0.6%[0.369 µM]	1.0%	2.8%	-2.0%
CCCCN1C(=O)CN(CCc2ccccc2)C(=O)C1c1ccc(OC)cc1 (centres undefined)	5.9%	-1.0%	0.0%	-1.6%	-10.1%	-24.9%	-3.3%	1.7%	-8.5%	3.7%	-5.7%
CC(C)c1ccc(NC(=O)c2csnn2)cc1	-6.8%	-3.8%	-4.4%	0.0%	-23.0%	0.5%	3.6%	-1.7%	-14.2%	5.01µM*	-3.2%
O=C(O)c1ccc(-n2nnnc2SCc2ccccc2F)cc1	-9.2%	-6.9%	-0.5%	-2.3%	?	3.8%	-3.1%	-0.1%	-13.3%	0.4%	-10.2%
COc1cc(C(c2sc3nc(C)nn3c2O)N2CC(C)OC(C)C2)cc(OC)c1OC (centres undefined)	3.0%	-3.9%	5.4%	/	/	12.6µM*	-4.3%	-0.4%	-6.0%	-3.8%	-1.2%

A portion of the library, so the mix of outcomes need not match the whole.
